Screening data from PubChem.
PI4K2A block – blocks human PI4K2A kinase activity. AID 1346378. Q9BTU6. purified PI4K2A, ADP-Glo luminescence, 1 h; stronger effect = lower value. 0.13% of 420,000 active. activity change, negative = inhibition, % at 76.9 µM; in the data active = activity change below about -50%; inconclusive = mostly about -30% to -49%;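 note: -100% = wells without enzyme as full effect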
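PI4K2A activity was measured by ADP-Glo luminescence: enzyme (4 ug/mL stock) and phosphatidylinositol (1.2 mM stock) in Tris pH 7.5/MgCl2/EGTA/Triton X-100 buffer were reacted with ATP (300 microM stock) for one hour at ambient temperature.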
RXFP1 agonist – RXFP1 (human) receptor agonism; Q9HBX9; HEK293T-RXFP1 cAMP TR-FRET, 30 min; response scale: percent of porcine relaxin response, buffer zero; Potency, µM (top dose mostly 57.5 µM), inactives show at the top dose activation, usual class: activators; 0.3% of 370,000 active; AID 2676; note: potency is the fitted concentration of half-maximal effect; % is set by controls: 0 for no effect and ±100 for the full control effect; nearly all actives have a fitted effect of over 60% in size; many of its hits are not listed in these tables
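HEK293T cells stably expressing RXFP1 were pretreated with the PDE4 inhibitor Ro 20174, exposed to compounds for 30 min at 37C, lysed, and cAMP was read by TR-FRET. Data normalized to buffer (basal) and 29 nM porcine relaxin (100%).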
TrxR1 substrate – rat thioredoxin reductase 1 substrate activity | O89049 | purified TrxR1 substrate turnover, NADPH consumption readout | Potency, µM (doses to about 114 µM), for inactives: top-dose activity change, negative = substrate turnover | 0.01% of 390,000 active | AID 588456; note: potency is the fitted concentration of half-maximal effect; % is set by controls: 0 for no effect and ±100 for the full control effect; nearly all actives have a fitted effect of over 50% in size
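Rat TrxR1, dispensed at 90 nM, was prereduced with 400 uM NADPH (final) for 5 min at ~22 deg C, then incubated with compound 15 min before 400 uM selenite. A first-read NADPH fluorescence drop versus no-compound background flagged substrates.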
USP1 inh – blocks the human USP1/UAF1 deubiquitinase complex; O94782; recombinant USP1/UAF1, Ub-Rhodamine cleavage fluorescence; Potency, µM (top dose mostly 57.1 µM), without a hit: at the highest dose activity change, negative = inhibition, actives largely listed as inhibitors; 0.23% of 390,000 active; AID 743255; note: potency is the fitted concentration of half-maximal effect; % is set by controls: 0 for no effect and ±100 for the full control effect; nearly all actives have a fitted effect of over 60% in size; inactives centre near -12
Target sequence (O94782 whole entry, looked up): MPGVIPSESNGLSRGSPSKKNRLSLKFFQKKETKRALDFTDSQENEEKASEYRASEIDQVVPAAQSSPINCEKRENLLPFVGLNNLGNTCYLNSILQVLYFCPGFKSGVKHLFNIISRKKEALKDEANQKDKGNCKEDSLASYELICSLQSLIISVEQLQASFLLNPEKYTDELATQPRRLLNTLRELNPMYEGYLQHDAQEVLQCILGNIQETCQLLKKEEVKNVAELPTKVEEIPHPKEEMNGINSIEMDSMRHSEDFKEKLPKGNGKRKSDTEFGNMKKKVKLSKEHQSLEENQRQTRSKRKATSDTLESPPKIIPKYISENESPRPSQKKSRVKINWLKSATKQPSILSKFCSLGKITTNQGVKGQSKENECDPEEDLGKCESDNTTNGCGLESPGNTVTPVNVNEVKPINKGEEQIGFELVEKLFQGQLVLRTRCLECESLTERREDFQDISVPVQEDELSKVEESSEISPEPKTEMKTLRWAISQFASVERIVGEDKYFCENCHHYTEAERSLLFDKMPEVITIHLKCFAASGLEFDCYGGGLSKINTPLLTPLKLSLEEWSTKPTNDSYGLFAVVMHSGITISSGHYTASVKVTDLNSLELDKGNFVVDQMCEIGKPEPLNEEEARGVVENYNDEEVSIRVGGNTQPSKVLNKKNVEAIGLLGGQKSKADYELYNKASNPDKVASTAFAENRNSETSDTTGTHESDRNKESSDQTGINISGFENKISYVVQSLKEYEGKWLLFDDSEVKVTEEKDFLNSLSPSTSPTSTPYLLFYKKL
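1 nM enzyme complex + cpd, 15 min RT; start with Ub-Rho 150nM final; kinetic fluorescence ex 480/em 540, 6 reads q60 s. Buffer 50mM HEPES pH 7.8, 0.5mM EDTA, 0.1 mg/ml BSA, 1mM TCEP, 0.01% Tween-20.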
IDH1 R132H inh – blocks human mutant IDH1 R132H enzyme | Potency, µM (series often up to 76.6 µM), for the others: at the top dose activity change, negative = inhibition, usual class: inhibitors | 0.093% of 390,000 active | IDH1-R132H enzyme, NADPH consumption, diaphorase/resazurin fluorescence; note: potency is the fitted concentration of half-maximal effect; % is set by controls: 0 for no effect and ±100 for the full control effect; nearly all actives have a fitted effect of over 65% in size
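IDH1-R132H (0.5 ug/mL) preincubated 30 min with compound, then NADPH (0.016 mM) and alpha-KG (2 mM) added; 80 min at RT, pH 7.5. Remaining NADPH coupled via diaphorase/resazurin to fluorescence (540/590 nm); concentration-response curves normalized to no-enzyme control.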
Vif-A3F inh – Vif-A3F binding inhibition. 0.2% of 390,000 active. AID 602313. Potency, µM (highest dose often 46.1 µM), without a hit: at the highest dose activity, negative = active. HeLa A3F-eYFP + Vif (tagged APOBEC3F with the HIV-1 protein that degrades it), YFP fluorescence increase; note: potency is the fitted concentration of half-maximal effect; % of control where 0% means no effect; nearly all actives have a fitted effect of over 65% in size
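HeLa cells stably expressing Vif plus C-terminally eYFP-tagged A3F were seeded, incubated overnight at 37 deg C, dosed with compound, incubated overnight again at 37 deg C. Yellow fluorescence (Ex 488/Em 500-530) reported blocked Vif-mediated A3F-eYFP degradation.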
Glioma ERSR ind – inducers of ER stress response in human glioma cells; U87-MG GRP78 promoter luciferase reporter, 16 h; AID 602332; Potency, µM, inactives show top-dose activation, usual class: activators; 0.02% of 420,000 active; note: potency is the fitted concentration of half-maximal effect; series mostly up to about 76 µM; % of control where 0% means no effect; nearly all actives have a fitted effect of over 35% in size
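Stably transfected U87-MG glioma cells carrying a GRP78-based luciferase sensor; 16 h compound incubation. Luminescence end-point read 10 min after Bright-Glo addition at room temperature.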
LDHA block – LDHA (human) enzyme inhibition; P00338; purified LDHA, NADH/diaphorase-resazurin fluorescence; stronger effect = lower value; activity change, % (values are at about 110 or 230 µM); 0.15% of 480,000 active; AID 1347041; in the data active = activity change below about -30%; inconclusive = mostly about -25% to -30%;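 note: plate controls were DMSO wells for no effect and wells without enzyme for full effect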
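Remaining NADH was detected by diaphorase (0.133 mg/mL) converting 37 µM resazurin to fluorescent resorufin, read at 0 and 20 minutes. The preceding 5-minute room-temperature reaction used 2 nM LDHA, 0.2 mM sodium pyruvate and 0.06 mM NADH at pH 7.4.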
Vif-APOBEC3G blk – Vif-A3G binding inhibition | HeLa A3G-eYFP + Vif (tagged APOBEC3G with the HIV-1 protein that degrades it), YFP fluorescence, overnight | AID 602310 | Potency, µM (doses to about 46.1 µM), for the others: at the highest dose activity, negative = active, hits mostly inhibitors | 0.076% of 410,000 active;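 note: potency is the fitted concentration of half-maximal effect; % is set by controls: 0 for no effect and ±100 for the full control effect; nearly all actives have a fitted effect of over 60% in size; hits raise eYFP signal because A3G escapes Vif-driven loss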
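Read-out is eYFP fluorescence (Ex 488/Em 500-530) from Vif-expressing HeLa A3G-eYFP cells; more signal means A3G escaped Vif-mediated degradation. Cells plated overnight, compound pinned in, incubated overnight at 37 deg C.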
* = called active by the depositor; ? = inconclusive; nt = not tested or not shown; & = joins results of further samples; [ ] = dose if it differs, or a comment. Unless noted, calls come from the whole dose curve; as a rule, active = well fitted curve in the direction sought with a large enough effect; inconclusive = small, poorly fitted or top-dose-only effect, or another doubt; inactive = no such curve, though single readings can be large; an effect the other way counts as inactive or inconclusive. A portion of the library, so the mix of outcomes need not match the whole.

SMILES,IDH1 R132H inh,Vif-A3F inh,RXFP1 agonist,LDHA block,Vif-APOBEC3G blk,USP1 inh,PI4K2A block,Glioma ERSR ind,TrxR1 substrate
O=C(CCC(=O)OCCCC(F)(F)C(F)(F)F)NC1CCCCC1,14.9%,-0.6%,-0.7%,-3.1,1.2%,1.5%,1.9,-8.2%,-6.0%
Cc1ccc(OCC(=O)Nn2cnc3ccccc32)cc1,6.7%,-2.3%,-5.0%,0.2,-3.8%,-19.6%,3.7,-2.3%,4.8%
COc1ccc(-c2coc3c(C(=O)Nc4cccnc4)cccc23)c(C)c1,nt,nt,nt,16.0,-12.1%,nt,-8.5,-0.5%,nt
CCOc1ccccc1CNC(=O)c1ccc(-n2c(C)cc3c2CCC(C)C3)cc1 (centres undefined),0.0%,-23.5%,0.8%,10.4,-10.2%,-10.5%,-3.5,-1.1%,6.7%
O=C(CCc1ccccc1O)N/N=C/c1ccc(Sc2cccc3cccnc23)o1,6.7%,-7.8%,-0.1%,-2.4,1.5%,-22.7%,-6.2,2.7%,6.1%
O=C(/C=C/c1cn(-c2ccccc2)nc1-c1cccnc1)NCCN1CCOCC1,-11.8%,-10.9%,2.0%,-15.3,1.7%,-14.6%,-0.7,5.2%,-7.0%
CNCC(O)COc1cccc(OC)c1 (centres undefined),2.8%,7.7%,-1.5%,-6.8,2.2%,-16.4%,3.0,-3.3%,-3.9%[57.1 µM]
Cc1ccc(S(=O)(=O)NCc2nc3nc(C)cc(C)n3n2)cc1,11.0%,2.6%,-1.6%,-0.5,0.0%,?,-20.8,-2.4%,3.3%
CN(CC(=O)O)S(=O)(=O)/C=C/c1ccccc1,-5.4%,-2.6%,0.3%,-15.9,4.7%,-14.6%,1.1,-2.1%,8.7%[57.1 µM]
CC[C@H]1CN2CCc3cc(OC)c(OC)cc3[C@@H]2C[C@@H]1C[C@H]1NCCc2cc(OC)c(OC)cc21,23.5%,-1.9%,1.6%,-2.5,-7.7%,-25.3%,-1.8&-3.9&4.2,-9.6%&-5.3%,7.0%[57.1 µM]
CCN(c1ccc(OC)cc1)S(=O)(=O)c1ccc2c(c1)NC(=O)CS2,2.4%,1.5%,1.1%,-2.8,-1.4%,-17.5%,-4.5,0.6%,-4.3%
CCCC[n+]1ccn(-c2nc3ccccc3nc2[N-]S(=O)(=O)c2ccc(Br)cc2)c1,7.2%,-28.8%,?,-5.7,0.1%,?,-1.5,-5.6%,-16.8%[11.4 µM]
COc1ccc(N2CC(O)=C(c3nc(-c4ccc(F)cc4)cs3)C2=N)cc1Cl,4.5%,-0.1%,8.9%,-0.3,-0.6%,-18.3%,0.9,-2.9%,-17.0%[57.1 µM]
C=CCn1c2[n+](c3ccccc3c1=O)CCCCC2,8.9%,0.0%,3.9%,-2.9,1.5%,-13.2%,2.8,-3.8%,4.7%
CCn1c2nc(SCCN3CCOCC3)nnc2c2cc(C)cc(C)c21,0.0%,-1.8%,8.2%,-0.6,1.3%,-17.0%,-5.5,-0.4%,-5.9%
CCN1CCN(c2ccc(S(=O)(=O)N3CCCCC3)cc2NC(=O)c2ccc(F)cc2)CC1,1.1%,-11.6%,1.4%,-4.6,-4.3%,-26.0%,-1.0,-3.4%,3.5%[11.4 µM]
CC(=O)N1N=C(c2cccc([N+](=O)[O-])c2)OC1c1ccccc1Cl (centres undefined),2.0%,-0.3%,4.3%,-2.7,-7.1%,-10.6%,-0.7,-6.2%,-10.2%
Cn1c(=O)c2c(nc(NCc3ccco3)n2CC(O)CO)n(C)c1=O (centres undefined),0.9%,1.3%,17.0%,-8.0,-2.1%,-14.7%,-1.7,-1.4%,-0.8%
O=S(=O)(c1ccccc1)N1CCC(n2cnc3ccccc32)CC1,1.6%,9.4%,0.1%,-11.1,2.6%,-12.0%,-1.7,-2.0%,10.9%[57.1 µM]
CCOC(=O)c1cnc(SC)nc1Sc1ccc(Cl)cc1Cl,3.5%,-3.5%,2.3%,-0.1,0.4%,-4.6%,-0.1,-4.3%,8.7%[57.1 µM]
C[C@H](NS(=O)(=O)c1c(Cl)cccc1Cl)C(=O)NNC(=O)COc1ccccc1F,-8.6%,-2.1%,nt,-1.4,2.7%,-20.8%,3.1,-2.7%,0.8%
COc1ccc(Cl)cc1NC(=O)c1ccoc1C,-0.6%,-0.2%,2.0%,-4.2,-2.7%,-8.4%,4.2,-1.2%,-9.1%
CCC(=O)N1CCc2cc(Br)cc(S(=O)(=O)Nc3ccc(C)cc3C)c21,33.2%[activator],-5.3%,-0.7%,-2.1,0.3%,-10.7%,0.4,-1.4%,4.0%[57.1 µM]
CCCCCn1c2nc3ccccc3nc2c2c(=O)n(CC(C)C)cnc21,4.3%,3.7%,5.5%,-0.6,0.7%,-9.5%,-0.1,-3.2%,6.5%
Nc1nnc(SCC(=O)OCC(=O)NC2CCCCC2)s1,-12.0%,-0.1%,1.0%,-16.2,2.5%,0.5%,-2.3,-1.2%,-6.4%

Some values from the results shown.
For RXFP1 agonist, COc1ccc(Cl)cc1NC(=O)c1ccoc1C is listed with 2.0%
For RXFP1 agonist, Nc1nnc(SCC(=O)OCC(=O)NC2CCCCC2)s1 is listed with 1.0%

New compounds follow
SMILES,IDH1 R132H inh,Vif-A3F inh,RXFP1 agonist,LDHA block,Vif-APOBEC3G blk,USP1 inh,PI4K2A block,Glioma ERSR ind,TrxR1 substrate
CCOc1ccc(NC(=O)CSc2nc3ccccc3c(=O)n2CCCC(=O)NCC2CCCO2)cc1 (centres undefined),-15.6%,-1.0%,0.6%,-1.9,-0.2%,-5.4%,4.4,-0.2%,-0.1%
COc1ccc(/C(C)=N/N=C(N)N)c(OC)c1,-8.0%,-0.1%,0.8%,-2.2,1.0%,-0.2%,1.7,-4.9%,0.1%[57.1 µM]
O=C(c1ccc(Cl)cc1Cl)N1CCC(c2nc3c(nnn3Cc3ccco3)c(=O)[nH]2)CC1,2.8%,?,0.1%,-1.0,1.7%,-3.2%,-2.2,4.3%,-0.4%
C[C@H]1CCC2[C@](C)(CO)[C@@H](O)CC[C@]2(C)[C@@]12CCC(CO)(CCO)O2 (some centres undefined),8.8%,0.7%,0.0%,-1.6,1.3%,-15.3%,1.0,-1.7%,5.0%[57.1 µM]
CN1CCN(Cc2c(O)ccc3cc(Br)ccc23)CC1,-8.5%,1.2%,5.5%,3.5,0.0%,-17.0%,-1.4,0.9%,-4.9%
COc1ccc(NS(=O)(=O)c2cccc(C(=O)N(C)Cc3cccs3)c2)cc1,3.9%,-9.2%,-0.2%,2.2,-4.1%,-7.2%,1.8,-3.7%,-3.9%
COc1cc(OC)cc(C(=O)NNC(=O)CNC(=O)c2cccs2)c1,-0.8%,-1.0%,-0.3%,-0.9,-10.1%,-4.1%,-3.6,0.2%,-0.1%
CCn1cc(C(=O)O)c(=O)c2cc(F)c(N/N=C/c3ccccc3[N+](=O)[O-])cc21,-6.3%,3.4%,1.3%,-2.2,2.6%,-2.1%,3.3,-4.7%,-10.5%
CCc1ccc(-n2nnc(-c3nc(-c4ccccc4)no3)c2C)cc1,-14.7%,5.4%,1.7%,-0.7,4.1%,-12.7%,-10.4,1.3%,0.1%[57.1 µM]
COc1ccc(CCNc2nc(SCc3cccc(F)c3)nc3ccccc23)cc1OC,12.2%,-4.2%,7.8%,-3.4,0.5%,-6.7%,-1.4,-3.7%,5.9%[57.1 µM]
CCC(C(=O)N1CCN(c2ccccc2)CC1)n1c(C)c2cnn(-c3ccccc3)c(=O)c2c1C (centres undefined),-5.3%,4.6%,-0.4%,4.2,5.5%,-13.5%,0.5,0.5%,-4.0%
Cc1nnc(NC(=O)c2nc(S(=O)(=O)Cc3ccccc3C)ncc2Cl)s1,0.3%,1.1%,-0.5%,0.9,?,-23.4%,-26.8,-16.5%,7.2%
Cc1ccc2c(CN(Cc3ccccc3)Cc3ccccc3)cc(=O)oc2c1,nt,nt,nt,-4.1,-2.6%,nt,-0.4,-5.9%,nt
CCCCOc1cccc(C(=O)Nc2ccc(N3CCN(CC)CC3)cc2)c1,3.0%,-9.9%,-1.6%,-1.0,2.9%,-7.7%,6.3,-2.6%,3.4%
CCN(CC)S(=O)(=O)c1cccc(C(=O)N2CCCCC2)c1,10.4%,nt,-0.5%,-1.6,1.0%,-19.8%,10.1,-4.3%,-0.8%
